bCat nuc transl – alters nuclear translocation of beta-catenin in HeLa cells; immunofluorescence imaging; nuclear translocation activity, % at 5 µM; hit rate 0.3% among 190,000; AID 1665;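 active = nuclear translocation activity above 50% at 5 µM, with a well cell count of 50 or more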;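 also: per-cell ratio of nuclear to cytoplasmic median beta-catenin stain intensity; plate controls were DMSO negative control for no effect and GSK-3 inhibitor IX positive control for full effect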
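Test system: human HeLa cell line; Doses: 5 µM primary, 0.02–20 µM confirmation; Incubation: 24 h compound exposure, 37°C; Detection: beta-catenin immunofluorescence imaging with DAPI; Read-out: beta-catenin nuclear/cytoplasmic ratio, % activation.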
Autophagy mod – autophagy modulation, high-content screen. MEF GFP-LC3 puncta imaging; test concentration mostly 10 µM. calls only at 10 µM (by protocol). hit rate 0.98% among 190,000. AID 463193;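 active = percentage of spot-positive cells more than 3 SD above its plate mean, without a fluorescence outlier flag or 80% toxicity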;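 also: spot-positive cell cutoff set from DMSO-treated cells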
P. falciparum M17LAP – P. falciparum M17LAP inhibitors, primary screen, biochemical, fluorogenic H-Leu-NHMec substrate, 1536-well (AID 1619) | recombinant M17LAP, H-Leu-NHMec fluorogenic kinetic assay; higher % means a stronger effect | inhibition, % at 30 µM; hits with a dose series show IC50 in µM | hit rate 0.38% among 220,000;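 active = compound inhibiting the enzyme by more than half at any dose during confirmatory dose-response retesting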;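 also: plate controls were full reaction with DMSO carrier for no effect and no enzyme background for full effect; strong numbers were not always called active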
T cell modulator – modulates CD8 T cell binding to vesicles; 2C CD8+ T cell-vesicle binding, flow cytometry; active compounds read low; calls only at 7 µM; hit rate 0.068% among 330,000; AID 2052;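 active = response, share of CD8 T cells binding vesicles, and their 90th percentile fluorescence all below set limits, cut at about 80% in these data, passing the limit was not always enough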
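Assay system – 2C mouse CD8+ T cells · Also added – QL9-loaded Drosophila micro-vesicles · Timing – Cell–vesicle co-incubation 1.5 h at 37 °C, staining 20 min on ice · Signal – flow cytometry of vesicle-bound cells · Measure – percent CD8+ FL2 mean versus row control · Controls – Peptide-free naked vesicles (low) and QL9 vesicles with 0.7% DMSO vehicle (high)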
P. falciparum M1AAP – P. falciparum M1AAP inhibitors, biochemical, fluorogenic H-Leu-NHMec substrate, 1536-well (AID 1445). recombinant M1AAP, H-Leu-NHMec fluorogenic kinetic assay; higher % means a stronger effect. inhibition, % at 30 µM; hits with a dose series show IC50 in µM. hit rate 0.42% among 220,000;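 active = primary inhibition above the hit cutoff, then over 50% inhibition at one or more dose response concentrations, cut at about 23% in these data, passing the limit was not always enough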;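 also: plate controls were DMSO full reaction for no effect and no enzyme background for full effect; strong numbers were not always called active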
WT yeast gro inh – growth inhibition of WT yeast, mitochondrial fusion screen. mitochondrial fusion phenotypic screen, WT strain. hit rate 2.1% among 190,000. inhibition, % at 10 µM; in the data active = inhibition above about 58%; tested in S. cerevisiae
Dynein cargo inh – blocks dynein driven cargo transport along microtubules; 3617.4 mouse cells, GR-EGFP nuclear translocation imaging; test concentration mostly 20 µM; stimulated with dexamethasone, 1 µM; active compounds read low; z-score, hits read low; hit rate 0.47% among 220,000; AID 1381;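 active = plate z-score of nuclear minus cytoplasmic receptor signal below a set negative limit, without overly bright fluorescence or cell loss, cut at about -3.5 in these data, passing the limit was not always enough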;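 also: z-score of nuclear minus cytoplasmic ring GR-EGFP intensity difference per well; some compounds called inactive have numbers as strong as hits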
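Also added – dexamethasone, 1.0 µM final · Buffer or medium – tet-free, stripped-serum medium · Schedule – induction 48 h, compound 1 h, agonist 30 min · Detection – formaldehyde fixation, Hoechst nuclear stain, 10x automated fluorescence imaging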
Yfh1-depleted yeast – mitochondrial function rescue without frataxin homolog – Friedreich's ataxia, plus single-dose screen, dose response (AID 1465) | S. cerevisiae Yfh1-off respiration, WST-1 reduction, 72 h; higher fold induction means a stronger effect | one-dose fold induction at 50 µM; EC50 in µM for titrated hits | hit rate 0.074% among 220,000;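 active = fold induction of absorbance versus untreated yeast above a set limit, then at least 30% activation at any dose in follow-up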;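 also: activators that raise dye reduction in frataxin-depleted yeast; strong numbers were not always called active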
MT stabilize HCS – microtubule stabilizers in HeLa cells | % tubulin-high responders, % at 10 µM | AID 2205 | HeLa tubulin immunostaining HCS, 24 h; share of cells brighter than vehicle mean+2SD | hit rate 0.83% among 200,000;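 active = plate Z-score above 3 for both tubulin-high and condensed-nucleus cell shares, with cell loss under 80%, at 10 µM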;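 also: anti alpha tubulin signal scored within the nucleus-defined area of each cell; some results filed as inactive read as strong as hits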
WT yeast gro inh mutant strain – further read-out of WT yeast gro inh, marked with its call; inhibition, %; mitochondrial fusion phenotypic screen, mutant strain inhibition
Dynein cargo inh cytoplasmic EGFP – further read-out of Dynein cargo inh, marked with its call; z-score; measured here: cytoplasmic GR-EGFP intensity; active compounds read high
Dynein cargo inh nuclear GR-EGFP – recorded beside Dynein cargo inh, whose call it bears; z-score; measured here: nuclear GR-EGFP intensity;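 lower value marks the stronger effect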
Dynein cargo inh cell count – further read-out of Dynein cargo inh, marked with its call; z-score; measured here: cell count per field
bCat nuc transl cell count 5 µM – recorded beside bCat nuc transl, whose call it bears; cell count; measured here: cell count, cytotoxicity flag
T cell modulator vesicle-bound % – also measured in T cell modulator; calls as there; double positive events, %; measured here: CD8+ vesicle-bound cell fraction;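 binding gate set so that unloaded-vesicle control wells show 10% double positive cells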
MT stabilize HCS Hoechst-high % – recorded beside MT stabilize HCS, whose call it bears; % Hoechst-high responders; measured here: nuclear condensation Hoechst responders;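 share of cells brighter than vehicle mean plus two SD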
MT stabilize HCS cytotoxicity % – second read-out of MT stabilize HCS, no call of its own (marks repeat the call); toxicity, %; measured here: cytotoxicity by cell density;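 0% = mean cell density of plate MIN control wells and 100% = no cells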
Autophagy mod cell loss 18 h – further read-out of Autophagy mod, marked with its call; toxicity, %; measured here: cell loss, nuclei count;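 cell loss after 18 h compound exposure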
The depositor's hits bear a star; i = inactive; / = no result given.

Under each structure: bCat nuc transl, bCat nuc transl cell count 5 µM, Autophagy mod, Autophagy mod cell loss 18 h, P. falciparum M17LAP, T cell modulator, T cell modulator vesicle-bound %, P. falciparum M1AAP, WT yeast gro inh, WT yeast gro inh mutant strain, Dynein cargo inh, Dynein cargo inh cytoplasmic EGFP, Dynein cargo inh nuclear GR-EGFP, Dynein cargo inh cell count, Yfh1-depleted yeast, MT stabilize HCS, MT stabilize HCS Hoechst-high %, MT stabilize HCS cytotoxicity %
COc1ccc(N(C)C(=O)CCC(=O)Nc2ccc3nc(N4CCOCC4)cc(C)c3c2)c(OC)c1
→ 3.1, 1427, i, 10, -37%, i, 30, 13%, -23, -1, -0.44, -0.13, -0.15, 0.61, i, 2.3, 2.3, 7.1
Cc1cc(C)cc(NC(=O)Nc2ccc(Cl)cn2)c1
→ -1.2, 1009, i, -16, -3%, i, 46, 6%, 9, 11, 0.19, -0.32, -0.12, 0.77, i, 3.1, 2.7, 1.3
Clc1ncc(CSc2ccccc2)s1
→ -5.4, 1109, i, -6, 2%, i, 9, 3%, 2, 6, -0.63, -0.25, 0.43, 0.17, i, 4.5, 2.3, 7.0
O=C1CC[C@@H](CN(Cc2ccccc2)Cc2cn[nH]c2-c2cc3ccccc3o2)N1
→ -0.6, 966, i, 24, -1%, i, 54, -1%, 4, 6, 0.13, -0.14, 0.38, -1.6, i, 3.8, 2.7, 7.0
Nc1ccc2nn(-c3ccc(Cl)cc3)nc2c1
→ 1.0, 1363, /, /, -2%, i, 52, 2%, /, /, -1.3, 0.44, 0.1, 0.19, i, /, /, /
O=c1c2ccccc2nc(-c2ccco2)n1CCCn1ccnc1
→ -6.1, 809, i, -13, 10%, i, 36, 5%, 18, 9, 0.23, -0.33, -0.0074, 0.2, i, 4.7, 3.3, 8.8
Cc1cc(C(=O)Nc2ccc(S(=O)(=O)N3CCCC3)cc2)no1
→ -4.0, 1171, i, 0, 7%, i, 59, 4%, -5, -6, -0.22, -0.37, -0.13, 1.2, i, 5.3, 1.3, 11
N#CC1=C(SCC(=O)c2ccccc2)NC2=C(C(=O)CCC2)C1c1ccco1 (stereo unspecified)
→ 171*, 318*, i, 22, 6%, i, 35, 7%, -5, 8, 1.6, 0.16, 1.9, -1.7, /, 34, 6.3, 77
CCOC(=O)C1CCN(Cc2c(O)ccc3ccccc23)CC1
→ -3.2, 1265, i, -4, 5%, i, 12, 9%, -1, -6, -0.59, -0.22, -0.65, 1.2, i, 3.5, 2.4, 8.2
OC1CN=C2C=CC=CN2C1 (stereo unspecified)
→ -1.6, 1199, i, 1, 7%, i, 45, 10%, 3, 37, 0.59, -0.38, 0.099, -0.3, i, 3.5, 1.8, 6.4
CC(=O)Nc1nonc1NC(=O)COc1ccccc1
→ -2.5, 1078, i, -1, 1%, i, 64, -4%, -14, -3, 0.92, 0.0073, 0.97, -1.7, i, 2.9, 2.1, 5.5
CCN1CCN(Cc2c(O)c(Cl)cc3c(C)cc(=O)oc23)CC1
→ -3.3, 710, i, -4, i, i, 45, 38µM*, -3, -11, -1, 0.47, -0.24, 0.23, i, 7.1, 2.8, 8.6
COc1ccc(-c2csc(N(CCc3ccccc3)C(=O)COc3ccccc3)n2)cc1
→ -4.5, 964, i, 1, -6%, i, 32, 2%, 3, 9, 1.1, -0.18, 0.84, -0.56, /, 2.6, 1.6, 6.8
Cc1ccc(-n2c(SCC(N)=O)nc(O)cc2=O)cc1
→ -0.7, 619, i, -7, -3%, i, 33, 6%, -10, -11, -0.58, -0.32, -0.66, 0.47, i, 2.2, 3.6, 7.7
Cc1ccc(S(=O)(=O)N2CCN(C(=O)CSC3CCCC3)CC2)c(C)c1
→ /, /, i, -3, -12%, i, 31, 7%, 9, 21, 0.83, -0.11, -0.35, 0.91, i, 4.0, 1.3, 7.6
Cc1nc(N)sc1-c1csc(N(C)c2ccc(O)cc2)n1
→ -0.1, 978, i, 21, 15%, i, 38, 12%, 18, 15, 0.44, -0.3, 0.86, -0.12, i, 1.6, 1.6, 2.8
Brc1ccccc1Cn1c(-c2cscn2)nc2ccccc21
→ /, /, i, 26, 6%, i, 36, 9%, 58, 46, -0.081, -0.18, 0.084, 0.79, i, 2.3, 1.0, 5.6
CC#CC[N+](C)(C)CCCCCCCC
→ 2.9, 1267, /, /, 2%, i, 28, 2%, /, /, 0.84, -0.22, 1.1, -1.1, i, /, /, /
NC(=O)C1(N2CCCCC2)CCN(C(=S)Nc2ccc(F)c(Cl)c2)CC1
→ 1.4, 998, i, 10, -3%, i, 23, 6%, 12, 8, -1.4, -0.29, -0.63, 0.94, i, 2.8, 2.0, 9.2
CCCCC(SCC(=O)Nc1ccccc1)C(=O)O (stereo unspecified)
→ /, /, i, 0, 31%, i, 56, -5%, 1, 8, -0.044, -0.097, -0.11, 0.56, i, 1.5, 1.9, 6.1
CNc1ccc([N+](=O)[O-])cc1C(=O)O
→ -3.9, 1217, /, /, 9%, i, 34, 3%, /, /, -0.41, -0.24, -0.33, 0.26, i, /, /, /
COc1ccc(CN2C(=O)NC3(CCCC3)C2=O)cc1F
→ -3.1, 1076, i, -13, 1%, i, 44, 2%, -5, -7, -0.43, -0.33, -0.54, 0.69, i, 2.9, 2.3, 7.9
O=C(CN1C(=O)/C(=C2\SC(=S)N(C3CCS(=O)(=O)C3)C2=O)c2ccccc21)Nc1ccccc1 (stereo unspecified)
→ -2.3, 1115, i, -58, -1%, i, 43, 4%, 6, 20, -0.26, -0.25, -0.16, 0.095, i, 3.2, 1.0, 5.9
COc1cc(C)ccc1OCCOc1c(C)cc(Cl)cc1Cl
→ 1.0, 922, i, 12, 6%, i, 45, -2%, -12, 13, -0.28, -0.17, 0.0085, -0.12, i, 1.8, 2.7, 0.1
O=C(O)c1cccc(S(=O)(=O)Nc2ccc(O)cc2Sc2nc3ccccc3s2)c1
→ 2.6, 511, i, 12, 9µM*, i, 26, 20%, -5, 7, 0.62, -0.22, 0.66, -0.69, i, 2.0, 1.7, 7.6
Cc1c(C(=O)O)sc2ncnc(N3CCCCC3C)c12 (stereo unspecified)
→ /, /, i, 10, 26%, i, 36, 3%, 9, -3, 0.3, -0.25, 0.061, 0.035, i, 3.8, 2.3, 9.3
CCOc1ccc(C(=O)O)cn1
→ -0.1, 1025, i, 7, 8%, i, 22, 4%, -3, 2, -0.0069, -0.27, -0.027, 0.017, i, 4.0, 1.5, 12
Cc1ccc(C)c(NC2=NS(=O)(=O)c3ccccc32)c1
→ -0.3, 1099, i, 35, -14%, i, 41, 3%, -2, -9, 0.46, -0.27, 0.19, 0.46, i, 3.3, 2.6, 8.8
COc1ccc(C(c2sc3nc(C)nn3c2O)N2CCC3(CC2)OCCO3)cc1 (stereo unspecified)
→ -1.6, 923, i, -5, 22%, i, 52, 7%, 10, 2, 0.48, -0.2, 0.5, -0.52, i, 4.4, 2.6, 7.6
COc1ccc(-c2nnn(CC(=O)N(CC(=O)NCCC(C)C)c3ccccc3)n2)cc1OC
→ -1.3, 1054, i, -23, 19%, /, /, 4%, 26, 1, -0.59, -0.063, -0.22, 0.78, i, 2.3, 1.3, 8.2
O=C(O)c1cc2nc(-c3ccccc3)cc(-c3ccccc3)n2n1
→ -1.9, 957, i, -11, 8%, i, 39, 16%, -8, -4, 1.8, -0.15, 1.9, -1.2, i, 2.3, 1.6, 7.9
COc1ccc(S(=O)(=O)N2CCC(C)CC2)cc1Br
→ /, /, i, -1, 2%, i, 36, 8%, 8, -7, -0.27, -0.29, 0.13, -0.4, i, 3.0, 2.5, 9.8
O=C1c2cccnc2C(O)N1Cc1ccc(F)cc1 (stereo unspecified)
→ 0.4, 1072, i, 4, -3%, i, 58, 0%, -14, -11, -0.17, -0.21, -0.047, -0.52, i, 1.6, 1.7, 4.8
C=CCNC(=S)N1CCN(CCNC2=CC(=O)CC(C)(C)C2)CC1
→ -4.0, 1191, /, /, 10%, i, 33, 3%, /, /, -0.74, -0.28, -0.39, 0.57, i, /, /, /
COc1ccccc1NC(=O)Cn1cnc2c(nnn2-c2ccc(C)cc2)c1=O
→ -2.7, 960, i, 20, 4%, i, 49, 4%, 0, 2, -0.39, 0.8, 0.33, 0.26, i, 1.4, 1.7, 2.0
